Compound activity (PubChem BioAssay)
BL2 CD40 inh – CD40 pathway inhibition in BL2 cells; BL2 NF-kB luciferase reporter, CD40L-induced, 4 h; inhibition, % at 10 µM; 83,000 tested, 0.94% active; AID 1053188;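 active means mean inhibition of at least 50% with a set share of replicates also reaching that level; inconclusive means no clear call, values can overlap the other calls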;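 further: 0% = neutral control wells and 100% = IKK inhibitor VII at 50 µM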
* hit, by the source's call; ? = inconclusive; & = joins results of further samples; [ ] = remark or other dose. A portion of the library (hit frequency here may not be typical).

SMILES | BL2 CD40 inh
CC(C)C#Cc1ccc([C@@H]2[C@@H](CO)N3C(=O)CN(C(=O)c4ccc5c(c4)OCO5)C[C@H]23)cc1 | 9.9[25 µM]
NC(=O)C1CCN(C2CC(=O)NC2=O)CC1 (stereo not drawn) | -0.6
Cn1c(=O)c2c(ncn2CC(=O)Nc2ccccc2N2CCOCC2)n(C)c1=O | 3.0
Cc1ccc(S(=O)(=O)N[C@@H]2CC[C@@H](CCn3cc(C4CCCC4)nn3)O[C@H]2CO)cc1 | 2.4
CCOc1ncccc1C(=O)Nc1ccc(S(=O)(=O)Nc2nccs2)cc1 | -6.3
COc1cc(S(=O)(=O)NC(C)C)ccc1Cl | 1.7
CC(=O)N1C[C@@H]2C(c3ccccc3)[C@H](C1)N2S(C)(=O)=O (stereo partly drawn) | 9.2&11.6
N#Cc1c(-c2ccc3c(c2)OCO3)ccn2nc(-c3cccc(C(F)(F)F)c3)nc12 | 0.2
O=C(COC(=O)Cn1cnc2ccccc21)Nc1cccc2c1C(=O)c1ccccc1C2=O | -35.1
Cc1ccc(S(=O)(=O)NCCCNC(=O)N2CCOCC2)cc1 | 6.7
CCOc1ncccc1C(=O)OCC(=O)c1cc(C)n(Cc2ccco2)c1C | -44.8
COc1ccccc1/C=C/C=N/NC(=O)c1ccccn1 | -51.5
CC(C)c1ccc(S(=O)(=O)N2CCN(C(=O)CN3C(=O)NC(C)(c4ccccc4)C3=O)CC2)cc1 (stereo not drawn) | 5.7
CCn1c(SCC(=O)O)nnc1-c1ccccc1OC | 0.9
CCC(Oc1ccccc1)C(=O)OCC(=O)Nc1sccc1C(N)=O (stereo not drawn) | 3.8
CO[C@@H](CN(C)S(=O)(=O)c1ccc(F)cc1)[C@@H](C)CN(Cc1ccccc1Cl)[C@H](C)CO | 10.6[25 µM]
O=C1Nc2ccccc2C(=O)N2C[C@@H](O)C[C@H]12 | 16.4
Cc1occc1C(=O)Nc1cnn(CCCC(=O)O)c1 | 10.4
CCCCCC(=O)N1CCN(S(=O)(=O)c2ccc3c(c2)OCCCO3)CC1 | 14.0
CC(C)[C@@H](C)NC(=O)N(C)C[C@H]1OCc2ccccc2-c2ccccc2C(=O)N([C@@H](C)CO)C[C@@H]1C | 9.5
Fc1ccc(OCc2nc(-c3ccncc3)n[nH]2)cc1 | 7.7
COC(=O)c1ccc(CNC(=O)c2ccc(S(=O)(=O)N3CCCCCC3)cc2)cc1 | 18.2
O=C(Nc1ccc(S(=O)(=O)Nc2nccs2)cc1)C1CC(=O)N(c2ccccc2)C1 (stereo not drawn) | 0.0
C[C@H]1CN([C@@H](C)CO)C(=O)CCCn2nncc2CO[C@@H]1CN(C)Cc1cccc2c1OCCCO2 | 7.2[25 µM]
N#C[C@@H]1[C@@H](c2ccc(C3=CCCC3)cc2)[C@@H](CO)N1c1nc(-c2ccccc2)cs1 | -15.8[25 µM]
CC(=O)c1ccccc1OC(=O)c1ccc(-c2ccccc2)cc1 | -9.7
CCS(=O)(=O)NCC[C@@H]1CC[C@H](NS(=O)(=O)c2ccccc2C)[C@H](CO)O1 | -2.0[25 µM]
N#C[C@H]1[C@@H](c2ccccc2C2=CCCC2)[C@H](CO)N1C(=O)C1CCOCC1 | 8.0[25 µM]
O=C(Nc1ccc(Oc2ccccc2)nc1)C1CCN(Cc2ccccc2)CC1 | 12.6
CN(C)CC(=O)N[C@@H]1CC[C@H](CCNC(=O)C2CCC2)O[C@@H]1CO | 2.0[25 µM]
CC(=O)Nc1ccc(Sc2ncccc2C(=O)Nc2ccc(F)cc2)cn1 | 12.9
COc1ccc(S(=O)(=O)N2CCc3ccccc32)cc1C(=O)NCc1ccco1 | 14.4
COc1ccc(CNC(=O)N(C)C[C@@H]2OCc3ccccc3-c3c(n(C)c4ccccc34)C(=O)N([C@@H](C)CO)C[C@H]2C)cc1 | 28.2[25 µM]
O=C(COC(=O)C1CC1)NCCNC(=O)COC(=O)C1CC1 | 0.3
O=C(CCc1nnc(CCCCc2ccccc2)o1)NC(c1cccnc1)C(F)(F)F (stereo not drawn) | 0.0
CCOC(=O)c1c(NC(=O)CSc2nc3ccc(C)cc3[nH]2)sc2c1CC(C)(C)NC2(C)C | 6.9
COc1cc(OC)c(OC)cc1C#N | 1.0
COc1ccccc1-c1ccc([C@H]2[C@@H](CO)N(C(=O)NC3CCCCC3)[C@H]2C#N)cc1 | -9.1[25 µM]
O=C(Nc1ccncc1)c1ccc(Cl)c(S(=O)(=O)N2CCc3ccccc32)c1 | -0.4
Cc1ccc(-c2noc(CCC(=O)Nc3ccc4c(c3)OCO4)n2)cc1 | 1.7
CC(=O)c1ccc(NC(=O)COc2ccccc2C(=O)Nc2ccc(C)cn2)cc1 | 1.0
CN(Cc1ccc(F)cc1)C(=O)CN1CCN(S(=O)(=O)c2ccc3c(c2)OCCCO3)CC1 | 8.6
CC(=O)c1ccc(OCC(=O)N2CCCC2c2ccc3c(c2)OCCCO3)cc1 (stereo not drawn) | -3.1
Nc1cccc(-n2cccc2)c1 | 6.3
O=C(c1cc(-c2ccc3c(c2)OCO3)on1)N1CCN(c2ccccc2)CC1 | -38.4
Cc1csc(NC(=O)C2CCN(S(=O)(=O)c3ccc4c(c3)oc(=O)n4C)CC2)n1 | 10.6
Cc1cc(NS(=O)(=O)c2ccc(NC(=O)Nc3ccccc3)cc2)no1 | 6.9
O=C(NC12CC3CC(CC(C3)C1)C2)c1cc2nc(-c3ccco3)cc(C(F)(F)F)n2n1 | 4.8
O=C(NCc1ccccn1)c1ccc(NS(=O)(=O)c2ccccc2)cc1 | -6.9
Cc1cc(C)n2nc(SCC(=O)N3CCCCC3C)nc2n1 (stereo not drawn) | 5.8
C/C=C/c1cnc2c(c1)C(=O)N([C@@H](C)CO)C[C@@H](C)[C@H](CN(C)C(=O)Nc1cccc(OC)c1)O2 | -14.4[25 µM]
CC(C)NC(=O)N(C)C[C@H]1OCCCC[C@@H](C)Oc2ccc(NC(=O)Cc3ccccc3)cc2C(=O)N([C@@H](C)CO)C[C@H]1C | 3.4
O=C1CC(N2CCC(c3nc4ccccc4o3)CC2)C(=O)N1 (stereo not drawn) | 4.5
C[C@H](CO)N1C[C@H](C)[C@H](CN(C)Cc2ccc(-c3ccccc3)cc2)Oc2c(NS(C)(=O)=O)cccc2C1=O | -7.1[25 µM]
CN1CCN(C(=O)c2ccccc2NC(=O)c2sc3ccccc3c2Cl)CC1 | -10.9
CCC(=O)N1C[C@@H](C)[C@H](OC)CN(C)C(=O)c2cc(NC(=O)Nc3ccc(Cl)cc3)ccc2OC[C@@H]1C | -4.2[25 µM]
O=C(CN1C(=O)NC(c2ccc(F)cc2)C1=O)Nc1ccc2c(c1)OCCO2 (stereo not drawn) | 15.6
COc1cc(C(=O)OC(C)C(=O)NC(=O)NC2CCCCC2)ccc1OC(F)F (stereo not drawn) | -10.7
O=C(COC(=O)c1ccco1)Nc1nnc(-c2ccccc2)o1 | -15.5
CCOC(=O)N1CCN(C(=O)C2CCN(C(=O)Nc3ccccc3)CC2)CC1 | -4.7

A draw from above in order of number of heavy atoms, high to low.
SMILES | BL2 CD40 inh
CC(C)NC(=O)N(C)C[C@H]1OCCCC[C@@H](C)Oc2ccc(NC(=O)Cc3ccccc3)cc2C(=O)N([C@@H](C)CO)C[C@H]1C | 3.4
C[C@H](CO)N1C[C@H](C)[C@H](CN(C)Cc2ccc(-c3ccccc3)cc2)Oc2c(NS(C)(=O)=O)cccc2C1=O | -7.1[25 µM]
CCC(=O)N1C[C@@H](C)[C@H](OC)CN(C)C(=O)c2cc(NC(=O)Nc3ccc(Cl)cc3)ccc2OC[C@@H]1C | -4.2[25 µM]
C/C=C/c1cnc2c(c1)C(=O)N([C@@H](C)CO)C[C@@H](C)[C@H](CN(C)C(=O)Nc1cccc(OC)c1)O2 | -14.4[25 µM]
CN(Cc1ccc(F)cc1)C(=O)CN1CCN(S(=O)(=O)c2ccc3c(c2)OCCCO3)CC1 | 8.6
O=C(NC12CC3CC(CC(C3)C1)C2)c1cc2nc(-c3ccco3)cc(C(F)(F)F)n2n1 | 4.8
CC(=O)c1ccc(NC(=O)COc2ccccc2C(=O)Nc2ccc(C)cn2)cc1 | 1.0
CC(=O)c1ccc(OCC(=O)N2CCCC2c2ccc3c(c2)OCCCO3)cc1 (stereo not drawn) | -3.1
CN1CCN(C(=O)c2ccccc2NC(=O)c2sc3ccccc3c2Cl)CC1 | -10.9
O=C(NCc1ccccn1)c1ccc(NS(=O)(=O)c2ccccc2)cc1 | -6.9
O=C(COC(=O)c1ccco1)Nc1nnc(-c2ccccc2)o1 | -15.5
O=C1CC(N2CCC(c3nc4ccccc4o3)CC2)C(=O)N1 (stereo not drawn) | 4.5
Nc1cccc(-n2cccc2)c1 | 6.3

Additional results.
SMILES | BL2 CD40 inh
C/C=C/c1ccc([C@H]2[C@@H](CO)N(Cc3ccccn3)[C@H]2CNC(=O)CC)cc1 | -2.7[25 µM]
O=C(N[C@H]1CC[C@H](CCNS(=O)(=O)c2ccc(F)cc2)O[C@@H]1CO)C1CCC1 | -5.5[25 µM]
Cc1nn(CC(=O)NCCC2=CCCCC2)c(C)c1S(=O)(=O)N(C)C | 10.3
COc1ccc(CN2CC3(CN(C(=O)Cc4ccccc4)C3)c3c([nH]c4cc(OC)ccc34)[C@@H]2CO)cc1 | ?
CS(=O)(=O)N(CC(=O)N1CCOCC1)c1cccc(F)c1 | 5.0
N#C[C@H]1[C@H](c2ccc(C#Cc3ccc(F)cc3)cc2)[C@H](CO)N1C(=O)C1CC1 | -26.3
CC(=O)c1c(C)[nH]c(C(=O)OCC(=O)N(Cc2ccccc2)C(C)(C)C)c1C | 17.4
CSCCC(NS(=O)(=O)c1ccc(C)cc1)C(=O)Nc1ccc(C)cn1 (stereo not drawn) | -12.0
Cc1cc2c(cc1S(=O)(=O)NCc1ccccc1)NC(=O)CO2 | 0.6
Cc1ccccc1OCC(O)COc1ccccc1C | -27.4
COc1ccc(CNS(=O)(=O)c2c(C(=O)N3CCCCCC3)c(C)n(C)c2C)cc1 | 2.7
CC1CCN(C(=O)COC(=O)c2cc(S(=O)(=O)N3CCOCC3)ccc2Cl)CC1 | 5.3
COCCN1Cc2cccc(C(=O)NCc3cccnc3)c2C1=O | 23.9
COc1cccc(OCCNS(=O)(=O)c2cccc([N+](=O)[O-])c2)c1 | 4.9
OC12CCCCC1C(c1ccc3c(c1)OCO3)N(Cc1cccc(F)c1)CC2 (stereo not drawn) | 14.9
CNc1nccc(-c2ccc(F)cc2)c1C#N | -4.3
CCNC(=O)Nc1ccc(S(=O)(=O)Nc2cnc(C)nc2C)cc1 | 10.7
NS(=O)(=O)c1ccc(CCNC(=O)CSc2nc3ccsc3c(=O)n2CC2CCC(C(=O)O)CC2)cc1 (stereo not drawn) | 2.5
N#C/C(C(=O)NCc1ccccc1)=C1/N=C(NC(=O)c2ccco2)c2ccccc21 | -52.1
NC(=O)c1nnn(-c2nonc2N)c1-c1ccc([N+](=O)[O-])cc1 | 21.9
CC(Nc1ccc2c(c1)OCCO2)C(=O)N1CCc2ccccc21 (stereo not drawn) | -30.5
C/C=C/c1ccc([C@H]2[C@@H](CN(C)S(C)(=O)=O)N(C(=O)CC)[C@H]2CO)cc1 | 6.0
CCn1nnc(NC(=O)c2sc3ccccc3c2Cl)n1 | -16.9
N#C[C@H]1[C@@H](c2ccc(C3=CCCC3)cc2)[C@@H](CO)N1C(=O)NC1CCCC1 | -3.4
Cc1ccccc1-n1c(=O)c2ccccc2n2cnnc12 | 10.8
Cc1cccc(N2CCN(S(=O)(=O)c3cccc4nonc34)CC2C)c1 (stereo not drawn) | 8.2
COc1ccc(OC)c(NC(=O)COC(=O)Cc2ccc(-c3ccccc3)cc2)c1 | 7.1
Cc1ccc(-n2cnnn2)cc1Cl | 23.4
Cc1cccc(S(=O)(=O)N2C[C@@H]3N[C@H](C2)C3c2ccc(-c3cccc(C#N)c3)cc2)c1 (stereo partly drawn) | -6.8&1.1
O=C(CN1CCOCC1)Nc1ccc2c(c1)OCCO2 | -38.6
CCNc1nc(NC(C)C)nc(N(C#N)CC(=O)OC)n1 | 2.8
Cc1cc(C(=O)COC(=O)c2cccc(S(=O)(=O)N(C)C)c2)c(C)n1CC1CCCO1 (stereo not drawn) | -41.8
Nc1nc(-c2cccs2)c(CC(=O)O)s1 | 11.4
COc1ccc(-c2c3c(=O)n(C)c(=O)n(C)c3cn2NC(C)=O)cc1 | 5.9
COc1ccccc1-c1cn(CC[C@H]2CC[C@@H](NC(=O)C3CCCC3)[C@H](CO)O2)nn1 | 3.2
N#Cc1cccnc1N1CCN(C(=O)c2ccccc2)CC1 | 8.7
C/C=C/c1ccc([C@@H]2[C@@H](CN(C)C(C)=O)N(C(=O)C3CC3)[C@H]2CO)cc1 | -1.6
CCOc1cccc2sc(NC(=O)CC)nc12 | 18.9
CC(C)Cn1c(N)c(C(=O)CSc2nc3ccccc3n2C)c(=O)n(C)c1=O | 13.4
O=C(CN1CCN(Cc2ccccc2)CC1)Nc1ccc(N2CCOCC2)cc1 | -4.7
O=C(CSc1nncn1-c1ccccc1F)NC1CC1 | -32.8
O=C(COC(=O)c1ccccc1NCCO)NNC(=O)c1cccs1 | -2.6
CCOC(=O)c1c(C2COc3ccccc3O2)csc1N (stereo not drawn) | 3.2
C[C@H](NC(=O)Cc1cccc2ccccc12)C(=O)NCc1ccccc1 | 3.2
CCc1ccc2oc(=O)cc(CN3CCC(C)CC3)c2c1 | -2.2
COC(=O)Cn1c(=NC(=O)C(C)(C)C)sc2c(C)cc(C)cc21 | 2.1
CC(C)COC(=O)N(C)C[C@H]1OCc2ccccc2-c2ccccc2C(=O)N([C@@H](C)CO)C[C@H]1C | -6.9[25 µM]
CC(C)(C)[S@](=O)N1Cc2cc(C(=O)NCc3ccccn3)nc(-c3cccc(-c4ccccc4F)c3)c2[C@@H]1CCO | 9.0[25 µM]
COc1ccc(CC(=O)N2CCC(c3ccccc3)C2)cc1 (stereo not drawn) | -28.7
O=C(NCC(=O)N1CCN(S(=O)(=O)c2ccccc2F)CC1)c1ccc2c(c1)OCO2 | -2.9
Cc1ccc(N(CCC#N)C(=O)COC(=O)c2cc(C)oc2C)cc1 | -1.1
COc1cccc(-c2cc(C(=O)O)c3cc4ccccc4cc3n2)c1OC | -6.5
